# Giardia killer: Giardia lamblia killing | Giardia lamblia trophozoite viability | activity change, % at 7.66 µM, hits read low | 340,000 compounds, 0.15% hits; in the data active = activity change below about -80%; inconclusive = between about -30% and that limit;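 also: parasites exposed to compound for two days anaerobically before the ATP read; % is scaled to controls: 0 for no effect and ±100 for the full control effect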
#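 Luminescent ATP signal served as the viability read-out, measured 15-30 min after adding ATP detection reagent to trophozoites that had been incubated with compounds for 48 hrs at 37 deg C anaerobically at 100 cells/well.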
# FBPA coupling cs: counter-screen for Giardia aldolase inhibitors: coupling enzyme system | coupling enzyme system counterscreen, AmpLite Red fluorescence | activity change, negative = inhibition, % at 58.2 µM, hits read low | 290,000 compounds, 0.67% hits; in the data active = activity change below about -30%; also: % is scaled to controls: 0 for no effect and ±100 for the full control effect
#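 First, compound is pin-transferred into glyceraldehyde-3-phosphate coupling-enzyme reagent at 57.5 uM final and held 10 min at RT. Next, substrate, coupling system and AmpLite Red are added. After 20 min RT, fluorescence (525/598 nm) is read.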
# PKM2 act: PKM2 (human) enzyme activation; P14618; purified PKM2, Kinase-Glo ATP luminescence, activation; response scale: 0% is enzyme alone, no compound; 260,000 compounds, 0.34% hits; Potency, µM (series often up to 57.5 µM), for the others: top-dose activation, actives largely listed as activators; AID 1631; also: potency is read from the fitted curve at half-maximal effect; % is scaled to controls: 0 for no effect and ±100 for the full control effect; nearly all actives have a fitted effect of over 55% in size
#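 ATP formation by purified human PK-M2, quantified via coupled luciferase luminescence after 1 h at room temperature with 0.1 mM ADP and 0.5 mM PEP final.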
# GALK inhibitor: galactokinase (human) inhibition | Purified GALK, Kinase-Glo residual ATP luminescence | Potency, µM (series often up to 57.5 µM), for the others: top-dose activity change, negative = inhibition, actives largely listed as inhibitors | 270,000 compounds, 0.007% hits | AID 1868; also: potency is read from the fitted curve at half-maximal effect; % is scaled to controls: 0 for no effect and ±100 for the full control effect
# Target sequence (P51570 whole entry, looked up): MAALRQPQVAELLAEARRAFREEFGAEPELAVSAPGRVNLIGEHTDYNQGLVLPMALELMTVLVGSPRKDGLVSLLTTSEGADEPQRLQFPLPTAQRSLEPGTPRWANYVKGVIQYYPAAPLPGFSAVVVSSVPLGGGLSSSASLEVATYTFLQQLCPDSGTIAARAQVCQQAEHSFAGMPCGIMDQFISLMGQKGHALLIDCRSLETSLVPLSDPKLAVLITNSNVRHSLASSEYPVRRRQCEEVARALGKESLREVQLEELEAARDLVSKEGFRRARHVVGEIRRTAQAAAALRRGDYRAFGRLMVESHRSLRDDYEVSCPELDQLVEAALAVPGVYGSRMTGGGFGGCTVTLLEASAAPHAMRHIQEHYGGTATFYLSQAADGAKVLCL
#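 ATP-depletion format; final 35 uM ATP, 100 uM D-galactose, 5 nM enzyme; pH 8.0 HEPES/Mg2+ buffer; 60 min RT; luminescence read 10 min after detection reagent.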
# ASM inhibitor: human S-ASM enzyme inhibition; P17405; placental ASM, HMU-PC fluorogenic substrate, 60 min; Potency, µM (top dose mostly 57.5 µM), inactives show at the top dose activity change, negative = inhibition, actives largely listed as inhibitors; 340,000 compounds, 0.006% hits; also: potency is read from the fitted curve at half-maximal effect
#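 HMU-PC0 cleavage (9 uM final) by human placental ASM, 60 min at 37 °C following 10 min compound exposure at RT; stopped at pH 10, fluorescence Ex 386/Em 447 nm.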
# B2AR arrestin: beta2AR (human) beta-arrestin recruitment activity; 330,000 compounds, 0.02% hits; beta-arrestin recruitment to beta2AR, cell-based reporter; P07550; AID 492947; Potency, µM (highest dose often 46.1 µM), without a hit: at the highest dose activation, usual class: activators;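 also: potency is read from the fitted curve at half-maximal effect; 0% = DMSO controls and full agonism = EC100 isoproterenol or metaproterenol; nearly all actives have a fitted effect of over 65% in size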
# Menin MLL FP TR: displaces Texas Red mutant MLL peptide from human menin; Menin + Texas Red MLL mutant peptide, fluorescence polarization; 270,000 compounds, 0.23% hits; O00255; Potency, µM (series often up to 61.6 µM), for the others: at the highest dose FP activity change, negative = inhibition, actives largely listed as inhibitors; AID 1768; active = well fitted inhibition curve with a large enough effect in the polarisation, with a control signal flat, not every such curve was filed as active; inconclusive = small, poorly fitted or top-dose-only effect, or effect the other way, or a change in a side signal; inactive = no such curve, though single readings can be large or run the other way; the % refers to the polarisation; also: potency is read from the fitted curve at half-maximal effect; % of control where 0% means no effect; many of its hits are not listed in these tables
# Target sequence (O00255 whole entry, looked up): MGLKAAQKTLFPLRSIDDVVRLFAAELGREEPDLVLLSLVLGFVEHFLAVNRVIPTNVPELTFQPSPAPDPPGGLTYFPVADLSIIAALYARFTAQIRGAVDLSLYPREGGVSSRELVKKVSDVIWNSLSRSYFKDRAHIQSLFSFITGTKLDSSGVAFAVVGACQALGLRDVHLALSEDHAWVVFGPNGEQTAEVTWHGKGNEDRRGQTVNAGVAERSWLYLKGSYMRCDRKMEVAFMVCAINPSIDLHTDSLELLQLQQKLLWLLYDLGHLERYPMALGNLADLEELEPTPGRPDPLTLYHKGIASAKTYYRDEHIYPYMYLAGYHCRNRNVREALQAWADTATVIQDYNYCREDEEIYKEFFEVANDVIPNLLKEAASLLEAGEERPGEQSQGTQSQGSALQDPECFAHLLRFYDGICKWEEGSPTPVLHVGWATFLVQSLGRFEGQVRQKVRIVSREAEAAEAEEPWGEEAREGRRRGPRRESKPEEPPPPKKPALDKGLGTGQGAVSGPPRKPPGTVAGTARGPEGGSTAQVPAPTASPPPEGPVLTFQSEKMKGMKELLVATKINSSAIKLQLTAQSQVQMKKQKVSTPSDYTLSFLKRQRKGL
# a7 integrin act: activates integrin-mediated alleviation for muscular dystrophy; alpha7betagal myoblasts, beta-gal FDG fluorescence, 48 h; Potency, µM (doses to about 38.3 µM), for the others: at the highest dose activation, most hits filed as activators; 350,000 compounds, 0.064% hits;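 also: potency is read from the fitted curve at half-maximal effect; 100% = response of the positive control SU9516; nearly all actives have a fitted effect of over 60% in size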
#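 alpha7betagal+/- myoblasts (passage 13, 250/well) treated 48 h at 37C with compounds at 1:260 dilution of DMSO stock. Lysed, then beta-galactosidase activity read as FDG fluorescence (ex 480/em 540) after 30 min, with pre-read for autofluorescence.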
# TSG101-PTAP inh: blocks PTAP/TSG101 interaction to inhibit HIV-1 budding. Q99816. Fluorescence polarization, FITC-PTAP peptide / Tsg101 binding. Potency, µM (highest dose often 115 µM), inactives show top-dose activity change, negative = inhibition, usual class: inhibitors. 340,000 tested, under 10 active. AID 493005; active = well fitted inhibition curve with a large enough effect in the main read-out, with a control signal flat, not every such curve was filed as active; inconclusive = small, poorly fitted or top-dose-only effect, or effect the other way, or a change in a side signal; inactive = no such curve, though single readings can be large or run the other way; also: potency is read from the fitted curve at half-maximal effect; % of control where 0% means no effect
#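 Steps: Tsg101 binding domain dispensed (10 uM final), compounds pinned in DMSO, FITC-labeled PTAP-motif peptide added (50 nM final); after 20 min binding at room temperature, polarization measured.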
# Chronic BCR inh: chronic active BCR signaling inhibition. ABC-DLBCL IkBa-CBG/CBR reporter, luminescence ratio, 4 h. Potency, µM (series often up to 46.1 µM), for inactives: at the highest dose ratio change, negative = lower green/red ratio, actives largely listed as inhibitors. 340,000 compounds, 0.05% hits; active = well fitted inhibition curve with a large enough effect in the signal ratio, with a control signal flat, not every such curve was filed as active; inconclusive = small, poorly fitted or top-dose-only effect, or effect the other way, or a change in a side signal; the % refers to the signal ratio;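 also: potency is read from the fitted curve at half-maximal effect; plate controls were basal doxycycline-induced cells for no effect and cells given 10 µM MG132 for full effect; MG132 reads +100%, hits lower the ratio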
#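 TMD8 human ABC-DLBCL cells with doxycycline-inducible IκBα–green luciferase fusion and unfused red luciferase, in 0.5% FBS medium; compounds up to 46 uM, 4 h at 37C. Green/red luminescence ratio, filter-overlap corrected, fitted to concentration-response curves.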
# Tb PFK inh: T. brucei PFK enzyme inhibition | O15648 | T. brucei PFK, ADP-Glo luminescence | Potency, µM (titrated, usually from 57.5 µM), for the others: top-dose activity, negative = inhibition, most hits filed as inhibitors | 330,000 compounds, 0.17% hits | AID 485367;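 also: potency is read from the fitted curve at half-maximal effect; 0% = uninhibited 1x PFK enzyme wells and -100% = no-enzyme wells; nearly all actives have a fitted effect of over 60% in size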
#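 Luminescent ADP detection (ADP-Glo, two-step: ATP depletion then ADP-to-ATP conversion for luciferase) reported PFK activity after 45 min room-temperature reaction of 1.25 nM enzyme with 0.5 mM F6P and 0.1 mM ATP at pH 8.0.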
# The depositor's hits bear a star; ? = inconclusive; · = no result given; [ ] = remark or other dose. Unless noted, calls follow the shape of the dose curve; as a rule, active = well fitted curve in the direction sought with a large enough effect; inconclusive = small, poorly fitted or top-dose-only effect, or another doubt; inactive = no such curve, though single readings can be large; an effect the other way counts as inactive or inconclusive. Some of the compounds tested; count on the stated rates, not on these rows.
SMILES,Giardia killer,FBPA coupling cs,PKM2 act,GALK inhibitor,ASM inhibitor,B2AR arrestin,Menin MLL FP TR,a7 integrin act,TSG101-PTAP inh,Chronic BCR inh,Tb PFK inh
CC(C)(O)C1Cc2cc(/C=C/C(=O)O)c(O)cc2O1 (centres undefined),-9.2,1.9,-15.0%,11.9%,463.2%[activator],-1.6%,4.3%,-29.9%,1.4%,-27.7%,-25.5%
O=C(Nc1ccc2c(c1)OCCO2)C1CCCN1C(=O)Nc1ccc(F)cc1 (centres undefined),1.1,-0.2,-2.4%,1.5%,0.5%,0.6%,4.1%,3.2%,-2.2%,3.8%,-2.4%
OC12CC3C[C@H](C1)C(N1CCOCC1)[C@@H](C3)C2 (some centres undefined),-3.6,3.8,-5.5%[11.5 µM],4.4%,1.9%,-0.8%,-11.4%,-8.6%,-2.3%,2.5%,1.8%
COc1cccc(C2C3=C(N=c4s/c(=C\c5ccccc5O)c(=O)n42)c2ccccc2CC3)c1OC (centres undefined),·,4.9,10.6%,-0.9%,·,0.3%,3.4%,·,·,?,-29.8%
O=C(CCS(=O)(=O)c1cccc2nsnc12)NCc1ccccc1Cl,17.3,2.5,1.0%,0.1%,-5.5%,-0.1%,·,18.1%,0.0%,?,0.3%
CC(C)(C)c1cc(NC(=O)COc2ccc(Br)cc2)n(-c2ccccc2)n1,2.0,-6.0,-2.1%,-0.5%,-5.5%,-0.1%,-6.6%,-31.2%,-4.5%,-19.2%,-1.7%
CCN(Cc1cnn(C)c1)Cc1nc(C2(c3ccc(C)cc3)CCCC2)no1,6.9,0.6,-5.1%,0.1%,4.7%,-0.7%,-23.0%,-9.7%,-3.2%,1.4%,-0.7%
CCOc1ccc(/C=N/NC(N)=S)cc1,-5.0,-1.0,-1.0%,-0.4%,2.2%,0.1%,10.9%,27.0%,1.8%,0.1%,-0.3%
Cc1ccc(NC(=O)C(=S)NCc2ccco2)cc1,1.1,0.0,-0.9%,-1.5%,10.7%,-0.4%,-12.3%,2.8%,-5.0%,?,2.5%
COc1ccc(C(=O)C2CCCN(C(=O)c3cccnc3SC)C2)c(C)c1 (centres undefined),-4.0,5.5,4.3%,5.9%,0.4%,0.3%,0.5%,-5.4%,-1.9%,?,-1.5%
O=C(CSc1ccc([N+](=O)[O-])cc1)NCC1CCCCC1,20.2,0.7,2.6%,-2.6%,-3.2%,-0.8%,15.9%,8.0%,-5.3%,3.5%,?
COc1ccccc1CN1C(=O)[C@@H]2C(CCC(N)=O)NC3(C(=O)Nc4c3ccc(Cl)c4C)[C@@H]2C1=O (some centres undefined),-3.7,-2.8,-4.2%,-2.1%,-0.4%,0.1%,13.0%,9.9%,-8.8%,-4.2%,-4.1%
CCn1c(=O)c2c(nc(SCC(=O)N3CCCC(C)C3)n2C)n(C)c1=O (centres undefined),2.5,2.4,-0.1%,9.3%,1.4%,0.3%,-4.3%,?,-1.8%,0.3%,4.0%
COc1ccc(N2CCCn3c2nc2c3c(=O)n(Cc3ccc(C)cc3)c(=O)n2C)c(OC)c1,-1.2,-1.9,-2.4%,-1.1%,-1.6%,0.2%,?,-2.0%,-1.3%,-0.9%,0.3%
C=C(C)c1cccc(C(C)(C)NC(=O)NCCN(CC)CC)c1,-22.9,0.3,-4.4%,-0.7%,-2.5%,-0.7%,5.5%,-20.7%,-3.2%,0.3%,2.3%
COc1ccccc1NC(=O)NC1(C(=O)N2CCN(C)CC2)CCCCC1,-22.5,1.2,-6.6%,0.9%,1.8%,0.1%,1.5%,0.3%,-0.8%,3.1%,0.4%
COc1ccc(/C=C/C(=O)c2ccc(OC)cc2OC)c(OC)c1,-16.2,-2.5,0.7%,-1.4%,29.7%,-0.2%,18.8%,3.9%,-0.6%,?,5.8%
CCC(C)(C(=O)NC1CCCCC1)N(Cc1ccco1)C(=O)CNC(=O)c1ccccc1 (centres undefined),-12.6,2.3,3.9%,1.2%,4.7%,0.3%,-1.8%,16.6%,-1.8%,4.5%,-8.2%
CCCc1cc(=O)[nH]c(SCC(=O)NC2(C#N)CCCCC2)n1,-2.9,·,·,·,8.5%,0.2%,·,30.2%,-0.7%,0.0%,1.3%
O=C(O)c1cc(N/N=C/c2ccncc2)ccc1Cl,7.3,3.4,-1.7%,5.2%,-2.0%,0.1%,·,-8.5%,-1.0%,?,2.8%
CCOC(=O)N1CCN(C(=O)/C=C/c2ccc([N+](=O)[O-])cc2)CC1,41.1[activator],0.5,2.0%,1.9%,1.2%,-0.2%,-9.1%,0.0%,-2.0%,-2.0%,-5.3%
N#C/C(=C\c1c(F)cccc1Cl)C(=O)NC1CC1,-0.2,·,3.8%,2.5%,3.2%,0.2%,·,-54.0%[inhibitor],0.1%,-3.2%,2.4%
CC(C)N(C(=O)Nc1ccc2nsnc2c1)C(C)C,1.0,-36.7*,-2.0%,1.7%,57.5%[activator],-0.2%,?,-3.5%,-17.3%,?,-30.6%
O=C(CN(Cc1ccc(F)cc1)C(=O)c1ccco1)NCc1ccc(F)cc1,10.7,-0.1,0.9%,-0.8%,1.3%,-0.1%,0.9%,-3.2%,-6.4%,-0.8%,-2.6%
CN(c1cccc(NC(=O)COc2ccc(Cl)cc2Cl)c1)S(C)(=O)=O,-24.1,-0.9,2.8%,-2.1%,-8.2%,0.1%,26.4%,21.1%,-6.8%,15.2%,-9.6%
Cc1ccccc1C(=O)N1CCN(c2ccc([N+](=O)[O-])c(N3CCOCC3)c2)CC1,-22.6,8.0,0.5%,-0.2%,?,0.4%,?,-30.4%[inhibitor],-6.8%,-7.0%,8.1%
CC(Oc1ccccc1)C(=O)Nc1nnc(S(=O)(=O)N2CCCCC2)s1 (centres undefined),-83.5*,8.0,2.0%[0.46 µM],6.7%,4.1%,-0.8%,21.1%,10.2%,-5.3%,16.4%,-1.2%
O=C(N/N=C/c1ccc([N+](=O)[O-])o1)c1cn2ccc3ccccc3c2n1,-95.3*,2.7,-2.7%,-4.8%,0.0%,-0.7%,·,-16.7%,-0.9%,1.9%,0.0%
Cc1cc(C)c(S(=O)(=O)Nc2ccc(O)cc2)c(C)c1,6.3,-6.6,3.1%,0.5%,-10.4%,-0.1%,1.4%,-25.3%,-6.4%,-8.8%,0.2%
COc1ccc(N2CCN(C(=O)COC(=O)CCOc3ccc(C(C)(C)C)cc3)CC2)cc1,-16.1,·,·,·,7.2%,0.0%,·,3.1%,-0.7%,-2.4%,3.0%
CCOc1ccc(N(CC(=O)NCC(C)C)S(C)(=O)=O)cc1,?,0.9,4.4%,3.7%,-2.2%,-0.3%,-5.0%,9.6%,-5.4%,-3.8%,-5.0%
Cc1ccc(C)c(S(=O)(=O)Nc2ccc(C(=O)NCCCN3CCCC3=O)cc2)c1,2.1,1.2,-0.5%,2.9%,-1.1%,0.3%,5.5%,23.4%,-2.9%,-2.1%,-10.0%
COc1ccc(C(=O)Nc2cccnc2)cc1C(=O)Nc1cccnc1,5.7,-5.1,-17.2%,-1.3%,0.8%,-0.5%,9.2%,·,-0.9%,-7.1%,-4.4%
CC(NCc1cc(Br)ccc1OCC(=O)NCc1ccccc1)c1ccccc1 (centres undefined),-5.3,-1.2,0.8%,-1.3%,1.0%,0.0%,?,-59.2%[inhibitor],-4.3%,?,0.0%
Cc1csc(NC(=O)c2sc3nc(-c4cccs4)ccc3c2N)n1,-5.6,-4.6,-6.6%,-1.1%,16.6%,-0.1%,?,-5.9%,?,9.4%,0.4%
Cc1nc(-c2cn[nH]c2-c2ccc(O)cc2O)cs1,-3.6,-1.5,-3.3%,0.5%,4.6%,-1.6%,4.1%,6.0%,0.3%,-0.4%,-1.3%
CN(C)c1ccc(/C=C2\C(=N)N3N=C(CC(=O)N4CCCC4)SC3=NC2=O)cc1Br,?,7.8,·,2.2%,-0.7%,0.1%,19.9%,28.3%,2.0%,1.5%,-3.0%
O=C(CCC(=O)c1cccs1)NCc1cccc(C(F)(F)F)c1,-5.5,·,·,·,-0.4%,-0.3%,·,17.8%,-3.9%,7.2%,-0.9%
CCOc1ccc2nc(N3CCC(C(=O)N4CCN(C5CCCCC5)CC4)CC3)sc2c1,-4.3,-2.3,-21.1%,0.9%,-0.9%,0.2%,-9.1%,4.9%,-3.1%,?,-5.6%
O=C1c2ccccc2NC(c2cccc(O)c2)N1O (centres undefined),0.9,-1.0,·,9.7%,-0.5%,0.1%,-4.2%,-27.9%,-1.1%,?,-4.9%
